From PubChem BioAssay
FXIIa inh 1536: blocks human coagulation factor XIIa protease activity; inhibition, % at 5 µM; hit rate 0.3% among 220,000; AID 800; purified FXIIa, Boc-QGR-AMC fluorogenic substrate, 2 h; P00748; in the data active = inhibition above about 40%;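 also: 0% = enzyme with no compound and 100% = blank without enzyme; many of its hits are not listed in these tables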
Target sequence (P00748 20-372 limits assumed): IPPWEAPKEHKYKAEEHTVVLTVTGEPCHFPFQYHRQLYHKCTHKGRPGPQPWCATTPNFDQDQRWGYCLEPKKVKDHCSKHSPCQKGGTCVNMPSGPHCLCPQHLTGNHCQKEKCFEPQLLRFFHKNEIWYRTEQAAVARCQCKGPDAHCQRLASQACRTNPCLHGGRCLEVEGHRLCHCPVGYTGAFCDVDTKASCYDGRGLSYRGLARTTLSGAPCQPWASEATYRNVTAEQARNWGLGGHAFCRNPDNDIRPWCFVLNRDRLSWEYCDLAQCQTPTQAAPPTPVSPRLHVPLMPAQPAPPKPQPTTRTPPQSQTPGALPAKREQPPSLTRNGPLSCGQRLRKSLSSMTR
Target sequence (P00748 373-615 limits assumed): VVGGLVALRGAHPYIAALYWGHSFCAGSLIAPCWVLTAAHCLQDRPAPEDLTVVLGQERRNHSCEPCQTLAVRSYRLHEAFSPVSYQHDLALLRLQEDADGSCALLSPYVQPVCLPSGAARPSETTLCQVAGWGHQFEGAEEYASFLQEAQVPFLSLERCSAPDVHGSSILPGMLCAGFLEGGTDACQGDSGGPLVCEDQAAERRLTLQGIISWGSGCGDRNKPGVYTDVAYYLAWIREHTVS
p97 inhibitor: inhibitors of human p97 ATPase | hit rate 0.42% among 220,000 | AID 1481 | inhibition, % at 8 µM | P55072 | recombinant p97 ATPase, Kinase-Glo ATP luminescence, 3 h; in the data active = inhibition above about 15%;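 also: 0% = DMSO vehicle and 100% = wells lacking enzyme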
KLK5 inh: blocks human kallikrein 5 protease activity; Q9Y337; recombinant hK5, fluorogenic AMC substrate cleavage; inhibition, % at 5 µM; hit rate 0.59% among 210,000;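 active = inhibition of 40% or more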;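 also: 0% = enzyme controls without compound and 100% = no-enzyme blanks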
Target sequence (Q9Y337 67-293 limits assumed): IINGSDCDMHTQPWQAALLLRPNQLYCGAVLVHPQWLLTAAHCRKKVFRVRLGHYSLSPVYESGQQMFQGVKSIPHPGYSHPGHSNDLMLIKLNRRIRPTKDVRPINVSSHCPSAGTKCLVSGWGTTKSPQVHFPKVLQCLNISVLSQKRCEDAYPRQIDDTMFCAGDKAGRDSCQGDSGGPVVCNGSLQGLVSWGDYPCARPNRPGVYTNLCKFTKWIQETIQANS
14-3-3 Bad PPI: disrupts binding of bovine 14-3-3 zeta to phospho-Bad peptide; AID 781; hit rate 0.71% among 220,000; inhibition, % at 21.7 µM; TR-FRET 14-3-3zeta/Dy647-pBad peptide displacement, 1 h; P63103;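 active = inhibition above about 70%, limit read from the data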;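 also: 0% = full 14-3-3 plus peptide FRET controls and 100% = background without 14-3-3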
FXIa inh 1536: blocks human coagulation factor XIa protease activity | hit rate 0.14% among 220,000 | purified FXIa, Boc-Glu-Ala-Arg-AMC fluorogenic substrate | AID 798 | inhibition, % at 5 µM | P03951;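 active = inhibition of at least 40%; inactive = inhibition below 40%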;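 also: fluorescence of freed AMC excited at 355 nm; 0% = enzyme without compound and 100% = no enzyme blank; many of its hits are not listed in these tables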
Rad51 HR inh: blocks human Rad51 in homologous recombination | inhibition, % at 10 µM | hRad51 DNA strand exchange, fluorescence dequenching | hit rate 0.085% among 200,000 | Q06609;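 active = inhibition above 40% at the single screening dose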;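 also: 0% = DMSO control wells and 100% = blanks with heterologous ssDNA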
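Read-out basis: percent inhibition relative to plate controls and blanks / Assay system: human Rad51 nucleoprotein filaments preassembled on unlabelled ssDNA / Timing: filaments 15 min 37 °C, then compound 30 min / Control set: per-plate controls and blanks / Technique: fluorescence dequenching at 485/520 nm / Compound: 10 µM final, single point / Also added: Fluorescein- and BHQ1-tagged 47-mer duplex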
Wee1 degr inh: human Wee1 degradation inhibition, primary screen. P30291. HeLa Luc-Wee1K328M stability, luciferase luminescence; 100% = proteasome inhibitor MG132 effect. reporter increase, % at 5 µM. hit rate 1.2% among 220,000. AID 1321;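 active = activation above the mean of all tested compounds plus 3 SD, set per screening run, cut at about 8.8% in these data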;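 also: cells exposed to compound for 20 h before luminescence read; 0% = DMSO alone and 100% = MG132 at 30 µM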
eIF4E 4G PPI: blocks eIF4E binding to eIF4G; hit rate 0.37% among 220,000; TR-FRET eIF4E-eIF4GI(517-606) binding, 2 h; P63073+Q04637; inhibition, % at 21.7 µM;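 active = inhibition above about 30%, limit read from the data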;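 also: 0% = full FRET control wells and 100% = background wells lacking eIF4GI fragment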
Mdm2 ligase inh: blocks human Mdm2 ubiquitin ligase activity; Q00987; signal enhancement, % at 5 µM; hit rate 0.11% among 210,000; cell-based MDM2 ubiquitination luciferase reporter, 2 h; 0 = plate control, 100 = twice control, blank-subtracted;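 active = signal enhancement of 30% or more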;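 also: luminescence tracks abundance of the self-degrading MDM2-luciferase fusion protein; higher signal means inhibition of MDM2 E3 ligase activity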
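Test system: stable mammalian line carrying autodegrading MDM2–luciferase fusion reporter; quantity: 2000 cells in each well; times: 4 h cell settling then 2 h compound exposure, 37 °C; detection: luminescence with SteadyLite reagent, 15 min at room temperature; evaluation: percent signal gain over controls, blank-subtracted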
The depositor's hits bear a star; nt = no result given; [ ] = another dose, or the depositor's remark.

The first 6 records as a preview:
SMILES	FXIIa inh 1536	p97 inhibitor	KLK5 inh	14-3-3 Bad PPI	FXIa inh 1536	Rad51 HR inh	Wee1 degr inh	eIF4E 4G PPI	Mdm2 ligase inh
O=C(NCc1ccc(F)cc1)C1CCN(c2cnccn2)CC1	10	1	0	-1	3	1	3	2	-4
COc1cc(OC)cc(-c2nc3ccccc3s2)c1	21	0	-13	-2	9	-40	1	5	3
CCc1ccc(C2CC(c3ccc(F)cc3)Nc3nc(N)nn32)cc1 (stereo not drawn)	7	-5	3	0	4	1	0	8	-14
CC(C)(C)OC(=O)N1CCC(c2cc(=O)n3[nH]cc(C(=O)NC4CCCC4)c3n2)CC1	13	-4	-12	-8	5	1	1	-2	-11
CCCCOCP(=O)(CCCC)COCCCC	10	0	9	14	-4	9	-1	4[fluorescence artefact?]	-6
CCc1cc(OCCCSc2nc(C)cc(=O)[nH]2)ccc1Cl	5	-5	-4	-7	-2	6	-1	-4	-10

All compounds of this part, from the first entry:
SMILES	FXIIa inh 1536	p97 inhibitor	KLK5 inh	14-3-3 Bad PPI	FXIa inh 1536	Rad51 HR inh	Wee1 degr inh	eIF4E 4G PPI	Mdm2 ligase inh
O=C(NCc1ccc(F)cc1)C1CCN(c2cnccn2)CC1	10	1	0	-1	3	1	3	2	-4
COc1cc(OC)cc(-c2nc3ccccc3s2)c1	21	0	-13	-2	9	-40	1	5	3
CCc1ccc(C2CC(c3ccc(F)cc3)Nc3nc(N)nn32)cc1 (stereo not drawn)	7	-5	3	0	4	1	0	8	-14
CC(C)(C)OC(=O)N1CCC(c2cc(=O)n3[nH]cc(C(=O)NC4CCCC4)c3n2)CC1	13	-4	-12	-8	5	1	1	-2	-11
CCCCOCP(=O)(CCCC)COCCCC	10	0	9	14	-4	9	-1	4[fluorescence artefact?]	-6
CCc1cc(OCCCSc2nc(C)cc(=O)[nH]2)ccc1Cl	5	-5	-4	-7	-2	6	-1	-4	-10
O=C(CN1C(=O)c2ccccc2S1(=O)=O)NCCSC1CCCCC1	-3	-5	29	-5	-4	-6	1	1	-17
CN(CC(=O)O/N=C(\N)c1cccc([N+](=O)[O-])c1)S(=O)(=O)c1ccccc1	2	4	3	6	-19	-13	1	-1	-9
COc1ccc(C(=O)ON=C2C=C(C)C(=O)C(C)=C2)cc1	68*	-1	9	-5	18	-1	2	-2	-10
COc1ccc(NC(=O)CC(c2ccc(F)cc2)c2ccc(OC(C)C)cc2)cc1 (stereo not drawn)	8	2	-4	3	-2	-4	6	2	-13
O=C(CCCOc1ccc(Cl)cc1)Nc1ccc(N2CCOCC2)cc1	4	2	-2	-4	-7	2	-1	-3	-4
COCCn1c(N)c(C(=O)OCc2ccccc2)c2nc3ccccc3nc21	-5	1	-23	14	-9	1	1	6[fluorescence artefact?]	-1
N=C1C(c2ccccc2)=C(O)CN1c1ccc2c(c1)OCO2	19	-4	-1	2	5	-6	-1	3[fluorescence artefact?]	6
N#C/C(=C/c1cccc(C(F)(F)F)c1)c1nc(CCN2C(=O)c3ccccc3C2=O)cs1	2	4	4	8[fluorescence artefact?]	2	-6	-1	1	-10
CN(C)/C=C(/C(=O)c1ccc(Cl)c(Cl)c1)c1nnnn1-c1ccccc1	6	8	5	1	13	-13	-4	-3	-13
CCCc1cc(=O)c2c(O)ccc(OC)c2o1	4	1	-6	-13	-1	4	3	-2	-6
Cc1cc(=O)oc2cc(OCC(=O)NCCCN3CCOCC3)ccc12	8	-1	-2	-8	-3	-15	-1	1	2
COc1ccc(S(=O)(=O)N2CCC(C(=O)Nc3cccc(C(C)=O)c3)CC2)cc1	8	-1	-6	-5	3	-3	-1	3	4
CSc1ccc(C(=O)C2CCCN(C(=O)c3ccc4c(c3)no[n+]4[O-])C2)cc1 (stereo not drawn)	4	-3	-4	3	-5	-5	-2	0	4
N[C@@H](Cc1ccc(O)c(I)c1)C(=O)O	9	12	-8	-8	1	nt	-2	0[fluorescence artefact?]	nt

Just Rad51 HR inh, p97 inhibitor and KLK5 inh (four entries from above):
smiles,Rad51 HR inh,p97 inhibitor,KLK5 inh
CCc1ccc(C2CC(c3ccc(F)cc3)Nc3nc(N)nn32)cc1 (stereo not drawn),1,-5,3
CC(C)(C)OC(=O)N1CCC(c2cc(=O)n3[nH]cc(C(=O)NC4CCCC4)c3n2)CC1,1,-4,-12
CCCCOCP(=O)(CCCC)COCCCC,9,0,9
CCc1cc(OCCCSc2nc(C)cc(=O)[nH]2)ccc1Cl,6,-5,-4

Carrying on.
SMILES	FXIIa inh 1536	p97 inhibitor	KLK5 inh	14-3-3 Bad PPI	FXIa inh 1536	Rad51 HR inh	Wee1 degr inh	eIF4E 4G PPI	Mdm2 ligase inh
Cc1ccccc1C(OCCN(C(C)C)C(C)C)c1ccccc1 (stereo not drawn)	5	4	-8	43[fluorescence artefact?]	6	6	0	-3	-6
O=C(CC1SC(=NCC2CCCO2)NC1=O)Nc1cc([N+](=O)[O-])ccc1Cl (stereo not drawn)	nt	1	0	-2	-1	-1	-2	0	-7
CCn1ncc(N(C)N)c(Cl)c1=O	-8	3	-22	-8	-4	12	-2	-5	-11
COc1cc(C(=O)Oc2ccccc2)ccc1OCc1c(C)noc1C	8	1	4	-2	6	5	-4	0	6
COc1ccc(-c2nc(C#N)c(N3CCC(C(N)=O)CC3)o2)cc1OC	24	4	-13	53	16	3	0	0	3
CC(=O)N1CCc2cc(S(=O)(=O)CCC(=O)NCc3cccs3)ccc21	18	-1	9	10[fluorescence artefact?]	-8	nt	1	-2[fluorescence artefact?]	-12
Cc1ccc(C(=O)Oc2ccc(-c3nccc(-c4ccccn4)n3)cc2)cc1	11	4	19	15	7	10	0	-6	-16
CC(C)(C)NC(=O)c1nn(Cc2ccccc2)c(=O)c2ccccc12	4	1	-13	-20	8	6	1	-1	-14
Cc1cc(Nc2c(C#N)c(N)nn2C)ccc1F	9	-2	3	-10	0	-13	0	1	-7
O=C(NCc1ccco1)c1noc2c1CCCC2	-6	3	-8	1	2	-4	1	0	-5
O=S(=O)(NCc1ccco1)c1ccc(Cl)nc1	26	5	-13	22	23	-18	0	21[fluorescence artefact?]	-5
Cc1cc2cc(CCNC(=O)c3cccc([N+](=O)[O-])c3)c(=O)[nH]c2cc1C	-3	-6	-4	7	-8	9	-3	-39[fluorescence artefact?]	5
N#CCCn1cc(/C=N/N=C2\NC(=O)C(CC(=O)O)S2)c(-c2ccc(F)cc2)n1 (stereo not drawn)	11	10	-1	-7	9	-2	7	-5	-7
CCS(=O)(=O)N1CCN(c2ccc([N+](=O)[O-])c(NCc3ccccc3)c2)CC1	6	-4	19	5	-3	11	-1	-20	-3
NC(=O)COc1c(-c2ccco2)oc2ccccc2c1=O	10	3	-1	-11	5	nt	3	4	-1
COc1ccccc1NC(=O)N(CCN1CCOCC1)Cc1cc2cc(C)cc(C)c2[nH]c1=O	10	0	9	-7	-4	12	-3	5	-1
CCOc1ccc(-c2n[nH]c(C)c2-c2ccccn2)c(O)c1	4	1	4	-8	-3	3	0	-1	4
O=C(O)c1ccc(CSc2ncnc3c2cnn3Cc2ccccc2)cc1	5	8	1	-7	5	-29	-1	-15	-7
CN(C)C=NC(=O)c1cc(C(=O)c2ccc(Cl)cc2Cl)c[nH]1	10	-1	2	-3	-2	6	3	2	2
Cc1csc(SCCN2C(=O)c3ccccc3C2=O)n1	6	4	-17	13[fluorescence artefact?]	2	5	1	1[fluorescence artefact?]	-24
Cc1c2c(nc3nc4ccccc4n13)CCCC2=O	4	2	6	0	1	3	1	5[fluorescence artefact?]	-16
CN(C)C(=O)c1ccc(NC(=O)CSc2nc3ccccc3[nH]2)cc1	6	-3	-5	4	-9	-3	-4	-1	-8
CCOc1ccc2c(c1)c1nnc(SCC(=O)N3CCC(C)CC3)nc1n2C	1	4	-12	-9	-14	2	-2	-4	-19
COc1cccc2[nH]c3c(N4CCCC(C)C4)ncnc3c12 (stereo not drawn)	7	5	-3	-5[fluorescence artefact?]	-3	-1	4	7[fluorescence artefact?]	nt
O=C(O)/C=C\C(=O)Nc1ccccc1F	3	3	-8	2	-1	1	2	-1	-9
S=C(NCc1ccncc1)Nc1ccc(Cl)cc1Cl	4	0	-2	-11	-1	25	1	-2	-4
COc1cc(/C=C2\SC(=Nc3ccccc3)N(CCc3c[nH]c4ccccc34)C2=O)ccc1OC(C)C(=O)O (stereo not drawn)	11	-3	-1	-7	-4	10	5	5	-11
Cc1cc(C(=O)NNc2ccc(F)cc2F)no1	6	6	1	-5	0	4	0	-7	-1
CS(=O)(=O)c1ccc(-c2nnn(CC(N)=O)n2)cc1	-2	-1	-7	34	-3	-6	-2	9	-21
O=C(CCCc1ccccc1)NCCC1=CCCCC1	0	0	-11	-16	-3	17	-2	4	7
COc1ccc(Br)cc1CNC(=O)CCCc1cn(C)c2ccccc12	0	-6	-17	0	-5	nt	11*	-2[fluorescence artefact?]	nt
CCS(=O)(=O)N1Cc2ccccc2CC1C(=O)N1CCN(c2ccccc2)CC1 (stereo not drawn)	1	1	0	7	-1	-4	2	6	-19
Cn1c(=O)[nH]c(=O)c2c1nc(Br)n2CC(O)COc1ccccc1 (stereo not drawn)	13	5	-10	-13[fluorescence artefact?]	-8	6	0	5	-6

Compound profiles (already shown). Screens in order: FXIIa inh 1536 | p97 inhibitor | KLK5 inh | 14-3-3 Bad PPI | FXIa inh 1536 | Rad51 HR inh | Wee1 degr inh | eIF4E 4G PPI | Mdm2 ligase inh
Profile of CN(C)C(=O)c1ccc(NC(=O)CSc2nc3ccccc3[nH]2)cc1 : 6 | -3 | -5 | 4 | -9 | -3 | -4 | -1 | -8
Profile of O=C(CCCc1ccccc1)NCCC1=CCCCC1 : 0 | 0 | -11 | -16 | -3 | 17 | -2 | 4 | 7
Profile of COc1cccc2[nH]c3c(N4CCCC(C)C4)ncnc3c12 (stereo not drawn) : 7 | 5 | -3 | -5[fluorescence artefact?] | -3 | -1 | 4 | 7[fluorescence artefact?] | nt
